Screening results: PubChem BioAssay, several laboratories
Thrombin inh = inhibitors of human thrombin. inhibition, % at 5 µM. alpha-thrombin, Boc-VPR-AMC fluorogenic substrate cleavage. hit rate 0.26% among 220,000;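 active = inhibition at or above 40%; inactive = inhibition below 40%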;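 note: 0% = enzyme with no compound and 100% = wells without enzyme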
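System – human alpha-thrombin · Medium – pH 7.5 Tris (50 mM) with NaCl 150 mM, Tween 20 0.05% · Compound – single-point dosing at 5 µM, 0.2% DMSO · Incubation – enzyme reaction carried out at room temperature · Technique – fluorescence of released AMC, ex 355 nm, em 460 nm · Read-out basis – % inhibition of thrombin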
FXIIa inh 1536 = inhibitors of human coagulation factor XIIa; inhibition, % at 5 µM; hit rate 0.3% among 220,000; AID 800; purified FXIIa, Boc-QGR-AMC fluorogenic substrate, 2 h; P00748; in the data active = inhibition above about 40%;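 note: 0% = enzyme with no compound and 100% = blank without enzyme; many of its hits are not listed in these tables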
PERK inhibitor = inhibitors of human PERK kinase; CHO PERK-DD fusion, SEAP luminescence translation reporter; Q9NZJ5; inhibition, % at 5.6 µM; AID 1416; hit rate 0.17% among 220,000;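 active = inhibition above the mean inhibition of all tested compounds plus 3 SD, set separately per screening campaign, cut at about 2.9% in these data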;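 note: PERK kinase domain activated by AP20187 dimerizer at 100 nM; 0% = DMSO with dimerizer and 100% = rapamycin at 8.4 µM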
Target sequence (Q9NZJ5 whole entry, looked up, the tested form may be a part): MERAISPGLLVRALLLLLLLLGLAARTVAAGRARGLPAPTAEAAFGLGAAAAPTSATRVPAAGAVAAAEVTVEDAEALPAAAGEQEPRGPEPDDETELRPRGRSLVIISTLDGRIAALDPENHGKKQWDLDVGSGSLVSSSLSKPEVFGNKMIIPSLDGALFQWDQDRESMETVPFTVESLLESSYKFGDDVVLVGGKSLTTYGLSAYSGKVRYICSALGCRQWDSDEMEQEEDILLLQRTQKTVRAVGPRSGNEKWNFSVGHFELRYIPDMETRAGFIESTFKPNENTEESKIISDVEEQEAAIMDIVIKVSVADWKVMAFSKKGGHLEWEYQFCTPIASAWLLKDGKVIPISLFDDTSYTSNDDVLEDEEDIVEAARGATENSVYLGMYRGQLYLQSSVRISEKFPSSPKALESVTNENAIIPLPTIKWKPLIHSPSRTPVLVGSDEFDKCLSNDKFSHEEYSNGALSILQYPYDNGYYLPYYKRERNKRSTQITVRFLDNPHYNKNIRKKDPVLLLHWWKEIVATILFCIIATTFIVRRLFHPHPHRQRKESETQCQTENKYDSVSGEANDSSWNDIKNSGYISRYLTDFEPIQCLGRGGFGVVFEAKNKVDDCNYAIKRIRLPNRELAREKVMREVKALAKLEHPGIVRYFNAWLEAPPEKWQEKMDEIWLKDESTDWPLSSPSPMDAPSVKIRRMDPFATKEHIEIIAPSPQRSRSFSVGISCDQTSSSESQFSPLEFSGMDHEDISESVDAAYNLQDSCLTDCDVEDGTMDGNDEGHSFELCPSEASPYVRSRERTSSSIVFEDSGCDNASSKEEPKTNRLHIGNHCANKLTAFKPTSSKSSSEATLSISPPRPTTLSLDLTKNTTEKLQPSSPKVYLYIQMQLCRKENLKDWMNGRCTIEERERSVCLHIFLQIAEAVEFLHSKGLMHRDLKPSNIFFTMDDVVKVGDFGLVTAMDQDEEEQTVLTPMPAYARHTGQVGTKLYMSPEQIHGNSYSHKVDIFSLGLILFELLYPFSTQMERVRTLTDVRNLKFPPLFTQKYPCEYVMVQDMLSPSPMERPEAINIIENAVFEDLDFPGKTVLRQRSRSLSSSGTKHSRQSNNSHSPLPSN
Cl transport mod = KCC2 (human) Cl- transport modulation | Q9H2X9 | KCC2 cells, thallium flux FluoZin-2 fluorescence | B-score of Tl+ flux slope (higher = more flux/activation; lower = inhibition) at 10 µM | hit rate 2.2% among 190,000;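 active = thallium flux slope and its plate-corrected score both differing from the plate sample mean at a set confidence after two filtering rounds, in either direction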;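 note: slope of fluorescence scaled to starting intensity during 10 to 20 s after thallium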
KLK5 inh = kallikrein 5 (human) inhibition. inhibition, % at 5 µM. recombinant hK5, fluorogenic AMC substrate cleavage. hit rate 0.59% among 210,000. Q9Y337;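 active = inhibition of 40% or more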;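 note: 0% = enzyme controls without compound and 100% = no-enzyme blanks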
FXIa inh = blocks human coagulation factor XIa protease activity; P03951; AID 798; inhibition, % at 5 µM; purified FXIa, Boc-Glu-Ala-Arg-AMC fluorogenic substrate; hit rate 0.14% among 220,000;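 active = inhibition of at least 40%; inactive = inhibition below 40%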;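 note: fluorescence of freed AMC excited at 355 nm; 0% = enzyme without compound and 100% = no enzyme blank; many of its hits are not listed in these tables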
Wee1 degr inh = inhibitors of human Wee1 degradation; HeLa Luc-Wee1K328M stability, luciferase luminescence; 100% = proteasome inhibitor MG132 effect; reporter increase, % at 5 µM; P30291; hit rate 1.2% among 220,000;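 active = activation above the mean of all tested compounds plus 3 SD, set per screening run, cut at about 8.8% in these data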;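 note: cells exposed to compound for 20 h before luminescence read; 0% = DMSO alone and 100% = MG132 at 30 µM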
p97 ATPase inh = inhibitors of human p97 ATPase | P55072 | recombinant p97 ATPase, Kinase-Glo ATP luminescence, 3 h | inhibition, % at 8 µM | hit rate 0.42% among 220,000; in the data active = inhibition above about 15%;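 note: 0% = DMSO vehicle and 100% = wells lacking enzyme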
Furin inhibitor = inhibitors of human furin; inhibition, % at 30 µM; purified furin, fluorogenic substrate cleavage; hit rate 0.061% among 220,000; P09958; AID 463115; in the data active = inhibition above about 25%; note: inactives centre near -15
* = called active by the depositor; . = not tested or not shown; [ ] = remark or other dose. An unsorted share of the library; overall some 4.4% were active at least once.

Value order: Thrombin inh | FXIIa inh 1536 | PERK inhibitor | Cl transport mod | KLK5 inh | FXIa inh | Wee1 degr inh | p97 ATPase inh | Furin inhibitor
- Cc1ccc(C(=O)NCCNC(=O)CN2CCCC2)cc1
→ 0.6 | 12.2 | 0.3 | 0.843 | -5.4 | 1.7 | 3.2 | 0.1 | -23.2
- Cc1[nH]c(=O)c(C(=O)c2cc(Cl)ccc2O)cc1C(=O)O
→ -3.6 | . | 0.7 | 1.12 | 0.7 | -0.7 | -1.3 | 4.5 | -21.3
- NC(=O)C1CCN(C(=O)c2ccc(CS(=O)(=O)c3c(Cl)cccc3Cl)o2)CC1
→ -4.5 | 9.7 | 0.3 | . | -25.6 | -0.5 | 0.4 | 1.5 | -29.0
- COc1cc(OC)cc(C(=O)NCCOc2ccccc2)c1
→ -3.5 | -1.2 | -0.4 | . | 5.4 | -11.7 | -1.7 | -1.1 | -20.5[20 µM]
- CCOC(=O)c1c(NC(=O)CC2SC(N)=NC2=O)sc2c1CCC(C)C2 (stereo not drawn)
→ 2.4 | 7.6 | 1.9 | -0.435 | -19.7 | 3.8 | 3.4 | 0.6 | -3.4
- O=C(COC(=O)C1(c2ccccc2F)CCCC1)Nc1ncc(C(F)(F)F)cc1Cl
→ -1.1 | 12.1 | 0.7 | -0.00903 | -1.1 | 8.7 | 5.0 | 3.8 | -10.5
- Cc1ccnc2nc(C(=O)Nc3nc4ccccc4s3)nn12
→ -0.5 | 6.3 | -0.1 | 0.623 | 13.7 | -6.8 | 3.0 | -0.1 | -19.4
- COc1ccc(NC(=O)Nc2ccc3nonc3c2)cc1
→ -4.1 | 7.6 | 1.4 | 0.624 | 0.5 | 2.6 | -3.3 | 3.5 | -13.2
- O=C(NCc1ccccc1)c1ccc(CS(=O)(=O)c2ccccc2)o1
→ 1.4 | 3.8 | -0.7 | . | -1.9 | 3.0 | 1.3 | 8.9 | -18.6[20 µM]
- CCC(C(=O)O/N=C(\N)c1ccccc1)c1ccccc1 (stereo not drawn)
→ 0.0 | 8.1 | 0.2 | -0.538 | -6.1 | -3.7 | 0.8 | -4.0 | -2.4[20 µM]
- COc1ccc(N(CC(=O)Nc2nc3ccc(C)cc3s2)S(=O)(=O)c2c(C)nn(C)c2C)cc1
→ -2.4 | 14.4 | -1.1 | -2.05 | -1.5 | 2.2 | -2.3 | -3.4 | -9.8
- CC1=CC(=C(C#N)C#N)C=C(C)N1CCN1CCN(C(=O)Nc2ccc(Cl)c(Cl)c2)CC1
→ 1.5 | 12.1 | 0.7 | -1.03 | -9.2 | 7.3 | 0.3 | 3.4 | -17.2
- O=C(Nc1nnc(-c2ccccc2)s1)c1ccc(Cl)c(S(=O)(=O)N2CCOCC2)c1
→ 0.8 | 16.4 | 2.5 | -0.923 | 8.2 | 3.0 | -0.6 | 2.4 | -24.0
- CC(C(=O)Nc1cccc([N+](=O)[O-])c1)[n+]1ccccc1 (stereo not drawn)
→ -3.2 | 5.4 | -0.5 | 0.128 | -4.3 | -3.6 | -1.8 | -3.2 | -17.9
- CN(c1ccc(Cl)cc1)c1cc(=O)n(C)c2ccccc12
→ 2.1 | 15.9 | 0.9 | -1.02 | -21.3 | 5.5 | 0.4 | 1.2 | 6.8[20 µM]
- CC(=O)N1C(=O)C2(C(C#N)=C(N)Oc3n[nH]c(-c4ccccn4)c32)c2ccccc21 (stereo not drawn)
→ 0.0 | 14.1 | 0.6 | -0.632 | -7.5 | 3.1 | -2.1 | 5.0 | -20.3
- CN1CCCC(OC(=O)COc2ccc(Br)cc2)C1 (stereo not drawn)
→ -0.1 | 0.4 | 0.1 | -0.67 | -20.8 | 0.6 | -0.3 | 1.9 | -14.9[20 µM]
- COc1ccc(N2CCN(C(=O)c3c(-c4ccccc4)noc3C)CC2)cc1
→ 1.5 | 2.6 | -0.3 | -0.649 | -0.4 | -5.2 | -0.5 | -5.3 | -8.1
- O=C(CN(c1ccc(F)cc1)S(=O)(=O)c1ccc2c(c1)OCCO2)NCC1CCCO1 (stereo not drawn)
→ 1.0 | 16.6 | -0.5 | -0.87 | 4.4 | 1.1 | -3.0 | -1.0 | -21.7[20 µM]
- CC1(NC(=S)Nc2ccc(NC(=S)NC3(C)CCS(=O)(=O)C3)cc2)CCS(=O)(=O)C1 (stereo not drawn)
→ -6.2 | 0.7 | 0.9 | 2.41 | -7.7 | -11.2 | 1.8 | 10.3 | -21.2
- COc1ccc(CCNC(=O)C2CC(=O)N(CCc3ccccc3)C2)cc1OC (stereo not drawn)
→ 2.2 | 2.6 | 0.7 | 0.214 | -6.8 | -2.3 | 1.5 | 3.9 | -26.0
- O=C1COc2ccc(N3C(=O)c4ccccc4C3=O)cc2N1
→ 0.4 | 11.2 | 1.8 | 1.62 | 3.1 | 1.8 | 1.9 | 4.2 | -15.1
- CC1CCN(Cc2c(C(=O)O)nnn2-c2nonc2N)CC1
→ -5.9 | 4.5 | -0.1 | -1.6 | -0.7 | -1.0 | -2.0 | -0.1 | -14.6
- Nc1[nH]n(-c2ccccc2)c(=O)c1N=Nc1ccccc1
→ 3.1 | 10.1 | 2.0 | 0.453 | -0.1 | 1.0 | 2.9 | 7.8 | -14.6
- CN1CC(=O)N(CC(=O)NCCc2ccc(F)cc2)c2ccccc2C1=O
→ -3.3 | 3.9 | -0.5 | -0.225 | 1.1 | 1.3 | 5.7 | -3.7 | -25.4[20 µM]
- Cc1ccc(S(=O)(=O)NNC(=O)c2cnn(-c3ccccc3)c2C(F)(F)F)cc1
→ -11.6 | 1.5 | 0.5 | 0.268 | -10.4 | -1.4 | 5.0 | -7.9 | -26.7
- Cc1ccc(C(=O)COc2cccc(NC(=O)c3ccco3)c2)cc1
→ -2.4 | 9.5 | -0.4 | -0.414 | -2.9 | 1.1 | 3.3 | -1.0 | -21.0[20 µM]
- O=C(Nc1ccon1)c1ccc(S(=O)(=O)N2CCCCCC2)cc1
→ 5.8 | 13.6 | 0.3 | 0.984 | -5.1 | 0.5 | -0.1 | 1.1 | -14.1[20 µM]
- CCCCn1c(=N)n(CC(=O)O)c2ccccc21
→ 4.0 | 10.7 | 2.0 | -0.627 | 2.5 | 2.3 | -0.1 | 2.1 | -23.4
- O=C(O/N=C1/CCCc2occc21)c1ccc(Cl)cc1Cl
→ -4.7 | 2.5 | -0.7 | 0.0417 | -1.2 | -3.5 | -0.9 | -8.3 | -9.9
- O=c1c(Cc2ccc(Cl)cc2)c(O)ccn1Cc1cccs1
→ -0.4 | 3.7 | 1.7 | 0.29 | -7.1 | -4.0 | -1.9 | 1.8 | -13.2
- NC(=O)c1ccc(CN2CCC(Cc3ccccc3)CC2)cc1
→ -3.7 | 2.3 | 0.3 | 0.562 | -7.7 | -4.2 | 2.2 | 1.6 | -14.5
- Cc1cccc(-c2nnc(SCc3cc(=O)[nH]c4ccccc34)n2C)c1
→ 0.4 | 13.1 | 0.3 | 1.54 | 7.6 | 2.5 | -0.1 | 6.9 | -11.6[20 µM]
- COc1cccc(N2CC(C(=O)Oc3ccc4ccccc4c3)CC2=O)c1 (stereo not drawn)
→ -19.2 | -6.5 | 0.7 | -1.06 | 3.0 | -0.7 | -2.3 | 1.8 | -18.4[20 µM]
- COc1ccc(-c2c(S(=O)(=O)c3ccccc3)cnn2-c2ccccc2)cc1
→ 0.1 | 5.4 | -1.4 | -1.05 | 6.4 | -2.2 | -2.5 | -5.7 | -15.3[20 µM]
- C=CCNc1cnn(-c2ccc(C)cc2)c(=O)c1Sc1ccc(C)cc1
→ 1.9 | -2.0 | 0.2 | 0.141 | -21.0 | -4.8 | -4.2 | 4.7 | -12.4
- CC(C)C(C)NC(=O)COc1ccc(S(=O)(=O)N2CCOCC2)cc1Cl (stereo not drawn)
→ -5.8 | 4.6 | -0.3 | -0.442 | 0.9 | -1.4 | -0.9 | -2.2 | -13.3
- COc1ccc(CC(=O)Nc2cccc(C)n2)cc1OC
→ -2.2 | 20.6 | 0.2 | 1.12 | -3.5 | 17.5 | -1.7 | -0.7 | -15.1
- CC(C)c1ccc(CNC(=O)CCc2ccccc2)cc1
→ 1.8 | 12.8 | -0.2 | -0.4 | . | 3.0 | -2.0 | 1.3 | -29.2
- Cc1nc2c(ncn2-c2ccccc2)c(=O)n1NC(=O)CN1CCCCC1
→ -4.9 | 4.1 | 0.5 | 0.256 | 32.5 | 2.1 | 0.4 | 1.4 | -29.8
- O=c1ccc2cc(S(=O)(=O)N3CCN(c4cc(Cl)ccc4Cl)CC3)ccc2o1
→ 0.8 | 21.0 | -0.1 | 0.356 | -12.7 | -0.4 | 0.4 | 2.3 | -15.5[20 µM]
- CCCCC(=O)Nc1ccc(NC(=O)c2cccs2)cn1
→ 2.3 | 19.7 | -0.5 | -0.49 | -8.1 | 13.5 | -1.1 | 0.2 | -18.5[20 µM]
- CC(CC(=O)NCC1CCCO1)c1ccccc1 (stereo not drawn)
→ -17.6 | 5.9 | 1.1 | 0.617 | -7.5 | 0.7 | 0.8 | 2.3 | -17.7
- O=C(COC(=O)c1cnc(Cl)c(Cl)c1)NCc1cccs1
→ -2.9 | 5.2 | 0.7 | -0.0953 | 0.8 | -2.9 | -1.6 | 9.5 | -22.8
- Cc1cccn2c(=O)c(/C=C(\C#N)C(N)=O)c(N3CCN(Cc4ccc5c(c4)OCO5)CC3)nc12
→ -5.7 | 1.7 | -0.7 | -2.8 | -4.7 | -4.8 | 0.2 | 0.6 | -4.4

The closing 2 records of the part before open the next one:
Value order: Thrombin inh | FXIIa inh 1536 | PERK inhibitor | Cl transport mod | KLK5 inh | FXIa inh | Wee1 degr inh | p97 ATPase inh | Furin inhibitor
- O=C(COC(=O)c1cnc(Cl)c(Cl)c1)NCc1cccs1
→ -2.9 | 5.2 | 0.7 | -0.0953 | 0.8 | -2.9 | -1.6 | 9.5 | -22.8
- Cc1cccn2c(=O)c(/C=C(\C#N)C(N)=O)c(N3CCN(Cc4ccc5c(c4)OCO5)CC3)nc12
→ -5.7 | 1.7 | -0.7 | -2.8 | -4.7 | -4.8 | 0.2 | 0.6 | -4.4
- C=CC[n+]1c(-c2ccc(C)cc2)csc1Nc1c(C)n(C)n(-c2ccccc2)c1=O
→ . | 11.9 | -0.5 | -3.33 | -1.2 | 5.7 | -3.8 | -5.9 | -4.6
- CCCCN(CC)CCCNC(=O)CC1Oc2ccccc2NC1=O (stereo not drawn)
→ -4.8 | -6.3 | -0.4 | 0.0268 | 1.6 | -1.8 | 1.1 | -2.5 | -18.8
- COc1ccccc1N(CN1C(=O)c2ccccc2C1=O)C(=O)c1cccnc1
→ -10.5 | -5.5 | 0.7 | 0.678 | -5.5 | -13.3 | -1.6 | 3.7 | -20.0
- Cc1ccc(S(=O)(=O)NCc2ccc(/C=C(/C#N)C(=O)NCc3ccccc3)o2)cc1
→ -3.2 | 8.5 | -0.5 | -1.43 | -5.5 | 1.4 | -0.9 | 3.0 | -6.2
- COc1ccc(/C=C/C(=O)NC2CCCCCCC2)cc1S(=O)(=O)N1CCOCC1
→ -10.3 | 15.6 | -1.3 | 0.614 | -9.1 | -8.9 | 6.4 | -7.2 | -3.2
- CCOCN(C(=O)Cn1c(CO)nc2ccccc21)c1c(C)cccc1CC
→ -9.4 | 17.6 | -0.2 | -0.0124 | -3.3 | -7.4 | 0.8 | -3.6 | -29.7
- NS(=O)(=O)c1ccc(NC(=O)CN2CCCc3ccccc32)cc1
→ 0.4 | 5.1 | 1.6 | 1.38 | 7.1 | 5.4 | 0.8 | 8.7 | -21.5
- CCCOc1ccc(CNCCCOCC)cc1OC
→ -4.1 | 8.1 | 1.3 | 0.628 | . | -0.5 | 5.2 | -3.2 | -36.1
